BB579 growth dn – yeast BB579 growth reduction in restrictive medium | S. cerevisiae BB579 growth, OD615, 48 h | inhibition, % at 10 µM | actives 0.51% (n = 140,000) | AID 804;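 active means inhibition above a set limit, 3 SD over the mean compound inhibition, cut at about 44% in these data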; further: inactives centre near -24
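Assay system – yeast BB579 (DeaD) · Dosing – single compound dose of 10 µM, 0.25% DMSO final · Detection – OD615 turbidity measurement · Buffer or medium – CSMM-D restrictive synthetic medium containing dextrose (glucose) · Benchmarks – positive control amphotericin B 10 µg/mL · Incubation – 48 h exposure, 30 °C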
GALR2 antag – GALR2 (human) receptor antagonism. O43603. GALR2-expressing cells, antagonist mode. inhibition, % at 4 µM. actives 0.39% (n = 140,000); in the data active means inhibition above about 27%;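 further: cells stimulated with galanin 1-16 at roughly its EC80; 0% = agonist challenge control and 100% = basal control without agonist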
Target sequence (O43603 whole entry, looked up): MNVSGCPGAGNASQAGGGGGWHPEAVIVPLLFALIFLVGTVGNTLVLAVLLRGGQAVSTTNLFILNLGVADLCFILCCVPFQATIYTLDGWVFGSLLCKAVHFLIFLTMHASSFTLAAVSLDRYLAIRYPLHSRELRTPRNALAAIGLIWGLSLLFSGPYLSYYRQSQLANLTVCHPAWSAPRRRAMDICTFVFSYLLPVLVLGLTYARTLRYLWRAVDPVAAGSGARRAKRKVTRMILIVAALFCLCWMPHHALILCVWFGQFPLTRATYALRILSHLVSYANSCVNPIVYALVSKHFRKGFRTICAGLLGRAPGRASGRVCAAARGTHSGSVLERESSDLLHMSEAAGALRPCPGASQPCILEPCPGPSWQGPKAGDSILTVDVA
E-sel TNF inh – TNF alpha driven E-selectin expression inhibition. inhibition, % at 2 µM. AID 1246. actives 0.71% (n = 120,000). HUVEC TNFa-induced E-selectin immunofluorescence, high content;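 active means inhibition above the batch mean plus 3 SD, and confirmed as a hit on visual image review, cut at about 43% in these data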;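 further: 0% = TNF-stimulated DMSO wells and 100% = unstimulated control wells; not every result past the cut was called active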
bCat KO growth – beta-catenin-lacking colon tumor cell growth suppression; HCT116 beta-catenin knockout viability, CellTiter-Glo, 60 h; stronger effect = lower value; viability, % at 10 µM; actives 1.5% (n = 140,000);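 active means viability at or under a set limit, the compound median less 4 SD, cut at about 6% in these data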;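 further: 0% = Hyamine 1622 control at 20 µM and 100% = untreated cell control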
Phagocyt inh – inhibitors of macrophage phagocytosis. J774A.1 macrophage IgG-bead phagocytosis, imaging. inhibition, % at 5 µM. actives 0.07% (n = 110,000). AID 1029;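 active means inhibition above the mean of the plate negative controls plus 5 SD, cut at about 13% in these data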;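 further: phagocytic index as fraction of beads internalized from green versus red external bead signal; plate controls were DMSO negative control for no effect and cytochalasin-D positive control for full effect; some results beyond the cut were filed as inactive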
Yeast life ext – extends the lifespan of yeast. AID 775. actives 0.68% (n = 130,000). inhibition of the nicotinamide effect, % at 10 µM. S. cerevisiae growth with nicotinamide, OD615; deaD strain in restrictive glucose medium;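 active means inhibition above a set limit, placed 3 SD over the median of all compounds, cut at about 26% in these data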;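 further: 0% = nicotinamide-treated wells and 100% = cells grown without nicotinamide; some compounds called inactive have numbers as strong as hits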
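Test system – modified budding yeast, DeaD strain · Compound – single dose 10 µM compound, 0.25% DMSO · Times – culture preincubation 4 h, compound exposure 48 h, both 30 °C · Detection – optical density (absorbance) at 615 nm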
Measles CPE – protection of cells from measles virus. Measles virus-infected cells, CPE protection, absorbance. protection (pct of control), % at 4 µM. actives 1.5% (n = 140,000). AID 841; in the data active means protection mostly above about 24%, no sharp cut-off; inactive means mostly below about 26%; further: some compounds called inactive have numbers as strong as hits
MRP1 act – activators of MRP-1; H69AR cells + doxorubicin, viability rescue, CellTiter-Glo; viability increase, % at 10 µM; actives 0.61% (n = 140,000); AID 799;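 active means viability gain under doxorubicin at or above a set limit, the compound median plus 3 SD, cut at about 4.7% in these data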;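 further: MRP-1 overexpressing cells given doxorubicin 25 µM after compound pretreatment; 18-22 h compound pretreatment then 72 h with doxorubicin before readout; 0% = doxorubicin-only wells and 100% = vehicle-treated cells without doxorubicin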
NPY Y2 blocker – antagonists of human neuropeptide Y receptor Y2. P49146. actives 0.99% (n = 140,000). inhibition, % at 2.7 µM. NPY-Y2 expressing cells, antagonist mode; in the data active means inhibition above about 17%;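 further: 0% = vehicle with agonist challenge and 100% = reference antagonist with challenge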
Target sequence (P49146 whole entry, looked up): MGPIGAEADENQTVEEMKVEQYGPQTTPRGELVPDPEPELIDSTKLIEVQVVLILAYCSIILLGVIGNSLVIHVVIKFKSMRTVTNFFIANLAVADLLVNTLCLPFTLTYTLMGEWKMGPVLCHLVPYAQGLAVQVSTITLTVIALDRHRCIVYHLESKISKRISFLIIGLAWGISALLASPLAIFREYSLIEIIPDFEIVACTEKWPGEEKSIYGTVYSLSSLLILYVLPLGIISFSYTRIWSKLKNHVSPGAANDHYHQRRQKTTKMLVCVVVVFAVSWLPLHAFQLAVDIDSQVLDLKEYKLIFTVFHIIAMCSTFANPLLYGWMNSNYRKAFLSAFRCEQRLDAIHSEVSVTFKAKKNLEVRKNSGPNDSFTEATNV
PTEN del growth – growth suppressors of cells with PTEN tumor suppressor deletion. viability, % at 10 µM. HCT116 PTEN-null viability, CellTiter-Glo, 60 h; stronger effect = lower value. actives 1.2% (n = 140,000);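 active means viability at or below a set limit, 4 SD under the median of all tested compounds, cut at about 3.7% in these data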;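 further: PTEN knockout HCT116 line with beta catenin targeted HCT116 as companion control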
Active calls of the source: *; . = no result given. Hits appear at their usual frequency (roughly 6.4% active in at least one column).

SMILES	BB579 growth dn	GALR2 antag	E-sel TNF inh	bCat KO growth	Phagocyt inh	Yeast life ext	Measles CPE	MRP1 act	NPY Y2 blocker	PTEN del growth
C=CCCCCCCCCC(=O)Nc1c[nH]c(=O)[nH]c1=O	19	8	4	68	.	0	10	-1.5	3	77
CC(C)C(=O)Nc1ccc(-c2csc(-c3ccccc3)n2)cc1	-67	0	35	102	.	5	4	2.5	0	96
COc1ccccc1/C=C/C(=O)NCC(=O)N/N=C/c1cccnc1	-19	5	-7	103	.	0	14	-0.5	0	103
Cc1nn(-c2ccccc2)c2c1C(=O)N(c1ccccc1)C(=O)C(C)(C)C2	-24	7	.	91	.	-1	14	-2.7	2	91
CCc1ccc(C2(O)CC(C(F)(F)F)=NN2C(=O)Cc2ccc([N+](=O)[O-])cc2)cc1 (stereo unspecified)	-23	-2	-19	87	.	.	13	-0.3	7	99
COc1cc(C(=S)N2CCCCC2)ccc1O	-31	-7	-27	100	-1	-9	6	-0.6	0	103
CC1(C)CC(=O)C=C(NCCN2CCNCC2)C1	8	4	-2	93	.	-2	3	1.7	0	99
CNc1oc(-c2ccc(Cl)cc2)nc1P(=O)(c1ccccc1)c1ccccc1	-17	-22	-32	73	.	3	3	2.9	2	68
COc1ccc(C2N=C(c3ccccc3)C(C)(C)N2O)cc1OC (stereo unspecified)	-11	19	-29	91	-1	-11	5	0.4	7	79
O=C(c1cccc2cccc(O)c12)N1CCCCC1	-16	1	-25	106	-1	10	4	-0.1	-1	95
COc1ccc(C(=O)NCC(=O)O)cc1	13	6	2	91	0	-12	1	0.0	0	92
CCc1ccccc1NC(=O)CSc1ncn[nH]1	-3	5	-5	94	0	-5	9	2.1	2	106
O=C(N/N=C/c1cccs1)c1n[nH]c2c1CCC2	-25	5	.	21	-4	-1	9	-4.8	1	20
O=C(CSc1ncn[nH]1)Nc1ccccc1Sc1ccccc1	-8	-13	-5	103	-1	-7	11	3.6	4	91
Cc1ccc(S(=O)(=O)NNC(=O)c2cnn(-c3ccccc3)c2-n2cccc2)cc1	-70	3	38	115	.	-9	30	-4.0	-1	104
COc1ccc(NC2=NC(=S)N(c3ccccc3C)C23CCCCC3)cc1	-50	0	6	95	-1	-11	24	-0.4	-3	101
Nc1nc2nc(-c3ccc(OCc4ccccc4)cc3)cc(C(F)(F)F)n2n1	-42	2	0	100	-1	-6	4	-1.4	6	97
CCC1Oc2ccc(C)cc2N(CC(=O)N(Cc2cccnc2)Cc2ccc(C)o2)C1=O (stereo unspecified)	-40	2	-13	76	-2	-6	7	-1.4	3	78
Cc1ccc(Cl)cc1NC(=O)COC(=O)C1CCCC1	-27	-2	-28	98	-2	-24	3	-0.1	2	93
CCn1c(SCC(=O)Nc2nc(C)c(C)s2)nnc1-c1cccs1	9	6	-35	94	.	.	3	-3.5	1	93
Cc1csc2ncc(C(=O)Nc3ccon3)c(=O)n12	-9	-6	5	94	.	-10	5	-2.9	0	91
O=Cc1cn(-c2ccccc2)nc1-c1cc2cc(O)ccc2oc1=O	-8	7	23	93	1	-8	3	-4.0	11	95
CCOC(=O)Nc1ccc2c(CN3C(=O)NC4(CCCC4)C3=O)cc(=O)oc2c1	-29	-15	21	93	.	-8	9	-4.4	0	93
Cc1cc(C)c(NC(=O)NC(=O)c2cccc(F)c2)c(C)n1	-7	1	-8	96	-3	-1	5	-1.9	0	101
COC1=CC(=O)OC12CCCCC2	-24	-2	.	89	-2	-13	6	-0.7	-2	100
COc1ccc(NC(=O)CSc2nnc(-c3cccnc3)n2Cc2ccco2)c(OC)c1	-12	17	.	92	0	-3	4	-2.4	3	95
O=C(CSc1nnc(-c2ccco2)n1CC1CCCO1)c1ccc(F)cc1 (stereo unspecified)	-28	-5	-17	93	0	-21	4	-2.9	1	94
C=C(C)CN1C(=O)c2ccccc2C1=O	-11	2	-8	104	.	-11	7	0.4	1	97
O=C(/C=C/c1cc2c(cc1Br)OCO2)NCc1ccc(Cl)cc1	-49	-9	-15	87	-3	-8	8	-1.8	0	85
COc1ccc(C(C(=O)NC2CCCC2)N(C(=O)c2ccco2)c2ccc3c(c2)OCO3)cc1OC (stereo unspecified)	-31	-8	2	80	0	-14	14	-1.1	-3	84
COCCCNC(=S)N1CCN(C(=O)C(=O)Nc2ccc(C(=O)OC)cc2)CC1	-40	6	.	93	-4	7	6	-0.8	1	93
CCOC(=O)N1CCC(Nc2ccc3nnc(-c4ccccc4)n3n2)CC1	-32	1	7	73	-1	-6	19	-5.9	-1	72
COC(=O)NNC(=S)Nc1cc(OC)ccc1OC	-22	-6	10	101	-1	6	2	-2.7	1	102
CN(CC(=O)Nn1cnnc1)S(=O)(=O)c1ccccc1	-27	-5	4	90	-2	4	5	-0.5	-1	100
O=C(Cn1cccc1C(=O)c1ccccc1)NCCCN1CCOCC1	-32	7	.	96	3	-6	15	-0.2	2	91
COc1cc(C(=O)OCC(=O)NCc2ccc(F)cc2)cc(NC(=O)c2cccs2)c1OC	-11	0	.	84	-3	-8	11	0.4	5	78
CCOC(=O)c1cn(-c2ccccc2)nc1-c1ccncc1	4	2	-17	65	-1	-16	17	-0.7	5	60
O=C(NC(=S)Nc1ccc(N2CCOCC2)cc1)c1cccc([N+](=O)[O-])c1	4	14	.	97	0	-1	8	-0.8	-3	103
CN1CCC(=C2c3ccccc3C=Cc3ccccc32)CC1	-53	15	.	74	.	5	31	-3.2	9	72
O=C(NNc1nc2cc3c(cc2s1)OCO3)c1ccc(F)cc1	18	6	3	92	.	0	5	-2.7	2	93
CCc1cccc(C)c1NC(=O)CSc1nnc(CCCOc2ccc(Cl)cc2Cl)n1C	-19	-12	-10	71	-2	0	6	-0.2	2	62
Cc1ccccc1C(=O)c1cccn1CC(=O)N1CCCCCC1	-27	0	.	81	-2	-4	10	-3.2	4	84
Cc1cccc(NC(=O)Cc2noc3ccccc23)c1C	-37	0	7	98	-4	-7	6	-1.1	1	109
C=CC(=O)Nc1ccc(Br)cc1	-19	-5	12	59	-1	-32	9	-6.4	2	68
CC(=O)c1c(C)[nH]c(C(=O)Nc2cccnc2)c1C	-24	6	-45	82	.	1	.	-1.1	5	82
Cc1nn(C)c(C)c1S(=O)(=O)N1CCC(C(=O)NCC2COc3ccccc3O2)CC1 (stereo unspecified)	-30	-5	4	93	0	-1	25	2.5	1	92
COCCn1c(SCC(=O)NCc2ccc3c(c2)OCO3)nnc1-c1c[nH]c2ccccc12	-21	5	.	98	0	-5	14	-0.6	5	100
COCCn1nnnc1C(c1ccc(OC)cc1)N1CCN(c2ccccc2F)CC1 (stereo unspecified)	-19	19	1	94	.	-2	33	-1.9	-3	92
CCc1c(C)c2ccc(OCC(=O)N(C)C)c(C)c2oc1=O	-5	-14	-10	107	2	-21	6	-1.1	1	108
CC1CN=C(NC2CCCCC2C)S1 (stereo unspecified)	-42	0	.	76	0	-6	0	-1.4	8	81
CCOC(=O)c1[nH]c2cc(OC)c(OC)cc2c1NC(=O)CN(C)C1CCCCC1	-39	-2	15	69	-1	-20	13	-3.6	0	67
CC(C)CC(c1nnnn1CC1CCCO1)N1CCN(c2nc3ccccc3s2)CC1 (stereo unspecified)	-16	2	8	86	-1	-3	26	-1.4	0	84
COc1cccc([C@H](O)Cn2cc(-c3ccc(CON=C(C)C)cc3)nn2)c1	-15	2	9	85	.	2	2	-2.3	3	90
C/C(Cn1cnc([N+](=O)[O-])n1)=N\NC(=O)c1cccc(F)c1	-31	-2	-11	89	.	.	12	0.3	4	106
O=C(NCCc1ccccn1)c1ccc(COc2ccccc2)o1	13	-8	-1	103	0	-9	14	-1.7	4	105
CC1CN(C(=O)C2CCCCC2)C(C)CN1C(=O)C1CCCCC1 (stereo unspecified)	-10	-6	-12	94	-2	0	1	-2.2	0	98
COc1ccccc1OC(=O)c1cc(Cl)nc2ccccc12	-31	22	12	83	0	-2	3	-1.6	0	83
O=C(CSc1n[nH]c(-c2ccncc2)n1)NC1CCS(=O)(=O)C1 (stereo unspecified)	-30	-4	2	99	0	-6	4	0.1	3	97
COc1ccc(-c2cc(C(F)(F)F)nc(N3CCCCC3)n2)cc1OC	-35	-1	-7	73	.	-16	5	0.6	4	62
COc1cccc(CN2CCN(S(=O)(=O)c3ccc(Br)cc3)CC2)c1	-26	-8	-4	98	.	-1	3	-0.5	5	88

Some of the entries above in a different format.
mol | BB579 growth dn | GALR2 antag | E-sel TNF inh | bCat KO growth | Phagocyt inh | Yeast life ext | Measles CPE | MRP1 act | NPY Y2 blocker | PTEN del growth
CCc1c(C)c2ccc(OCC(=O)N(C)C)c(C)c2oc1=O | -5 | -14 | -10 | 107 | 2 | -21 | 6 | -1.1 | 1 | 108
CC1CN=C(NC2CCCCC2C)S1 (stereo unspecified) | -42 | 0 | . | 76 | 0 | -6 | 0 | -1.4 | 8 | 81
CCOC(=O)c1[nH]c2cc(OC)c(OC)cc2c1NC(=O)CN(C)C1CCCCC1 | -39 | -2 | 15 | 69 | -1 | -20 | 13 | -3.6 | 0 | 67
CC(C)CC(c1nnnn1CC1CCCO1)N1CCN(c2nc3ccccc3s2)CC1 (stereo unspecified) | -16 | 2 | 8 | 86 | -1 | -3 | 26 | -1.4 | 0 | 84
COc1cccc([C@H](O)Cn2cc(-c3ccc(CON=C(C)C)cc3)nn2)c1 | -15 | 2 | 9 | 85 | . | 2 | 2 | -2.3 | 3 | 90
C/C(Cn1cnc([N+](=O)[O-])n1)=N\NC(=O)c1cccc(F)c1 | -31 | -2 | -11 | 89 | . | . | 12 | 0.3 | 4 | 106

(continued)
SMILES	BB579 growth dn	GALR2 antag	E-sel TNF inh	bCat KO growth	Phagocyt inh	Yeast life ext	Measles CPE	MRP1 act	NPY Y2 blocker	PTEN del growth
CCOC(=O)CSc1nnc(-c2ccc(NS(=O)(=O)c3ccc(C)cc3)cc2)o1	-53	5	2	96	-3	-4	5	-0.8	-3	114
COc1ccc(/C=N/Nc2cc(C)nc(N)n2)cc1	15	0	.	94	-14	-2	18	1.3	2	89
CN(C)C(/C=C/Nc1ccc(F)cc1)=C(C#N)C#N	-28	-8	.	97	.	-2	9	-0.9	4	93
Cc1ccc(C(=O)Nc2nc(=O)n(C(=O)CC(C)C)s2)cc1	-60	1	.	89	0	-9	16	3.1	4	88
FC(F)(F)c1nc2ccccc2nc1N/N=C/c1c(Cl)cccc1Cl	-59	-1	21	62	-1	-9	17	-0.6	2	77
O=c1cc(N2CCN(Cc3ccccc3)CC2)[nH]c(=O)n1Cc1ccc(F)cc1	-14	4	25	90	-1	-6	13	0.2	0	80
CCc1nnc(NC(=O)CSc2nnc(-c3ccc(S(=O)(=O)N(CC)CC)cc3)n2CC)s1	-22	-7	.	97	-1	-7	5	2.9	4	98
Nc1ccn([C@@H]2O[C@H](CO)[C@@H](O)[C@@H]2O)c(=O)n1	5	-2	.	34	.	3	6	-2.9	1	26
CCCCOCCCNC(=O)CN1C(=O)c2ccccc2C1=O	2	-12	11	101	-1	-7	14	-1.8	7	92
CCOC(=O)C(NC(=O)CC)(Nc1ccccc1)C(F)(F)F (stereo unspecified)	-41	-2	6	105	-2	1	24*	-1.8	0	103
COc1ccc(N2C(=O)CSC2c2ccncc2)cc1 (stereo unspecified)	1	10	-48	91	10	-7	2	-3.1	0	89

Screens from PubChem.
